Screening data from PubChem.
mcGAS inh: mouse cGAS inhibition by luminescence. Q8C6L5. recombinant cGAS, Kinase-Glo ATP depletion luminescence. inhibition, % at 12.5 µM. 160,000 tested, 0.15% active. AID 1259399;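 further: 0% = negative control wells and 100% = reference inhibitor with no enzyme activity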
NPYLR7 agonist: mosquito NPYLR7 agonism; AID 1259423; activation, % at 10 µM; HEK293T NPYLR7/Galpha15, GCaMP6s calcium fluorescence; 270,000 tested, 0.15% active; in the data active means activation above about 40%;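 further: 0% = vehicle and 100% = reference agonist at the receptor; some compounds past the cut are filed as inactive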
hcGAS lum: blocks human cGAS activity | Q8N884 | recombinant h-cGAS, ATP depletion, Kinase-Glo luminescence | inhibition, % at 12.5 µM | 290,000 tested, 0.081% active | AID 1259398;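 further: 0% = vehicle reaction and 100% = reaction without DNA for no activity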
Target sequence (Q8N884 whole entry, looked up): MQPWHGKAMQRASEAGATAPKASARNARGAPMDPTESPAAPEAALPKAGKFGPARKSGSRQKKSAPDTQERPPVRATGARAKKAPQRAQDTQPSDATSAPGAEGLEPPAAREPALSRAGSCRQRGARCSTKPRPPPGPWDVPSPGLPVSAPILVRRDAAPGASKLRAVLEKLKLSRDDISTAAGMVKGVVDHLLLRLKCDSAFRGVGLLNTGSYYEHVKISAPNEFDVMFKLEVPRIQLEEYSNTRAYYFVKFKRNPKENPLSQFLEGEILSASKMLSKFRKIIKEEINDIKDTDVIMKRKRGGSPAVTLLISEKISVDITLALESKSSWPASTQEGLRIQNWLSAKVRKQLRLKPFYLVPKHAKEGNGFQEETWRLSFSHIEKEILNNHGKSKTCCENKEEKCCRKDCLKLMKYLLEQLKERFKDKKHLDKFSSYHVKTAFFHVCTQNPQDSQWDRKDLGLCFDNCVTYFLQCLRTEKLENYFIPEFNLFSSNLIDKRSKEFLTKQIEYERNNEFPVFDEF
* hit, by the source's call; nt = no result given. Unless noted, no stated cut-off is given here; in the data, active means inhibition above about 40%; inactive means the rest.

[1] COC(=O)c1c(C)c(C(=O)C(C)N(Cc2ccc(F)cc2)C(=O)C2C[C@H]2c2ccccc2)c(C)n1C (stereo partly specified)
[2] Cc1nc(-c2ccccc2)n(CC(=O)NNc2ccccn2)c1C
[3] CN(Cc1cccc2cnccc12)C(=O)c1ncc[nH]1
[4] CC(C)c1nnc(C2CCN(C(=O)NCCCc3ccccc3)CC2)o1
[5] CC1CCC(=NNc2ccc(S(=O)(=O)N3CCCCC3)cn2)CC1 (stereo unspecified)
[6] COc1ccc(CC(=O)N2[C@@H](c3ccccc3)[C@@H](CO)C[C@]23CCCCNC3=O)cc1
[7] COc1ccc(-c2cc(NCc3ccc(C)c(Cl)c3)n3ncnc3n2)cc1
[8] Cc1n[nH]c(=O)nc1NCc1ccco1

screen / no.	1	2	3	4	5	6	7	8
mcGAS inh	-4	nt	-16	-10	-7	-8	-6	nt
NPYLR7 agonist	-13	6	-7	-17	-3	1	21	1
hcGAS lum	-4	-9	-6	-4	-6	-5	-3	3

[9] Cn1c(C(=O)N2CCCC(C(=O)NC3CC3)C2)cc2sccc21 (stereo unspecified)
[10] Cc1ccc(C2c3cccn3CCN2C(=O)NCc2ccccc2)cc1 (stereo unspecified)
[11] CC(=NNC(=O)CC#N)c1ccc([N+](=O)[O-])cc1
[12] CN1CCN(c2cccc(-c3cc(C(F)(F)F)cc(C(F)(F)F)c3)n2)CC1
[13] CCOC(=O)c1nn(-c2ccccc2Cl)c(=O)cc1OS(=O)(=O)c1cc(C)c(C)cc1OC
[14] COc1ccc(OCCNC(=O)c2cncn2-c2ccc(-c3cc(C(F)(F)F)cc(C(F)(F)F)c3)cc2)cc1
[15] Cc1cc(CN2CCCC2)ccc1Oc1ccc(-c2ccccc2)nn1
[16] Cc1nc2c(c(N3CCCC(c4nc(CC(C)C)no4)C3)n1)CNC2 (stereo unspecified)

screen / no.	9	10	11	12	13	14	15	16
mcGAS inh	-3	nt	-1	2	nt	-5	nt	-9
NPYLR7 agonist	6	10	-2	-5	11	9	7	-2
hcGAS lum	-6	-5	-5	2	0	1	-6	-5

[17] CCN(Cc1cccc(C(=O)Nc2c(C)cnn2C)c1)[C@H]1COC[C@@H]1O
[18] CCCc1c(C(=O)N2CCN(C)CC2)cnn1-c1ccc(F)cc1
[19] CC1(C)CC2CC(C)(CN2C2CC(=O)N(c3ccccc3)C2=O)C1 (stereo unspecified)
[20] N#CC1C(=N)OC2=C(C(=O)CCC2)C1c1ccc(Cl)cc1Cl (stereo unspecified)
[21] O=C1NCC2(CCCN(C(=O)CCn3cnc4ccccc43)CC2)O1 (stereo unspecified)
[22] CCOC(=O)C1=C(C)N=c2s/c(=C\c3ccco3)c(=O)n2C1c1ccc(C)cc1 (stereo unspecified)
[23] O=C(NCC1CCC1)c1ccccc1C(=O)c1cccs1
[24] CC(C)(C)c1cc2nc(-c3ccccc3F)cc(C(=O)O)n2n1

screen / no.	17	18	19	20	21	22	23	24
mcGAS inh	nt	-5	-5	-3	-9	-4	nt	nt
NPYLR7 agonist	2	-2	-14	-11	-2	-3	-7	-7
hcGAS lum	-6	-5	-7	-4	-6	-5	-11	-1

[25] O=C(NC1CC1)C1CCCN(C2CCN(C(=O)COc3cccnc3)CC2)C1 (stereo unspecified)
[26] COc1ccc(/C=C2\SC(=S)N(CC(=O)NCCO)C2=O)cc1
[27] COc1ccc(N(C)C(=O)C2C(C=C(C)C)C2(C)C)cn1 (stereo unspecified)
[28] Cc1ccc(-n2nnnc2CNC(=O)c2ccccc2C(F)(F)F)cc1C
[29] C=c1cc(C)n(CC(=O)Nc2ccccc2C)c(=O)c1=C1N=C(c2cccc(Cl)c2)NO1
[30] CCN1CCN(CC(=O)Nc2c(Br)cc(C)cc2Br)CC1
[31] COc1ccc(NC(=O)c2cc(S(=O)(=O)N3CCCCC3)ccc2N2CCCCC2)cn1
[32] COc1ccc(-c2cccc(-c3ccc(NC(=O)C(Cl)(Cl)Cl)cc3)n2)cc1

screen / no.	25	26	27	28	29	30	31	32
mcGAS inh	nt	4	nt	-8	-5	nt	nt	-4
NPYLR7 agonist	8	-15	10	5	0	6	3	-3
hcGAS lum	-8	4	-3	-8	-1	-11	-1	-5

By substructure: the compounds so far containing a CF3 group (three)
[12] CN1CCN(c2cccc(-c3cc(C(F)(F)F)cc(C(F)(F)F)c3)n2)CC1
[14] COc1ccc(OCCNC(=O)c2cncn2-c2ccc(-c3cc(C(F)(F)F)cc(C(F)(F)F)c3)cc2)cc1
[28] Cc1ccc(-n2nnnc2CNC(=O)c2ccccc2C(F)(F)F)cc1C

screen / no.	12	14	28
mcGAS inh	2	-5	-8
NPYLR7 agonist	-5	9	5
hcGAS lum	2	1	-8

The list goes on.
[33] COCCNCc1ccc(C)s1
[34] O=S(=O)(c1ccc(Br)cc1)N1CCN(c2nc3nccc(-c4cc(Cl)ccc4Cl)n3n2)CC1
[35] COCCN(CCC(=O)Nc1ccccc1)c1nc(-c2ccccc2)nc2ccccc12
[36] CCc1nc2ccc(C(=O)NCc3ccc(OC)cc3)cn2c1N(CC)Cc1ccc2c(c1)OCCO2
[37] COc1ccc2c3c1CN(C1CCN(C)CC1)CC3=CC(C)(C)CO2
[38] CCOc1ccccc1CNC(=O)c1ccc(-c2cc(-c3cccc(OC)c3)n[nH]2)cc1
[39] CCn1c(O)c(C(C)=NCC2CCCCC2)c(=O)n(CC)c1=S
[40] Cc1cc(C)[n+]2ccccc2n1

screen / no.	33	34	35	36	37	38	39	40
mcGAS inh	nt	0	2	4	-6	-9	nt	-3
NPYLR7 agonist	3	2	0	1	16	20	5	-2
hcGAS lum	-1	4	2	0	-3	-7	2	-7

[41] O=c1oc2ccccc2c(N2CCN3CCCC3C2)c1[N+](=O)[O-] (stereo unspecified)
[42] CN(C)C(=O)CNC(=O)c1cc(-c2ccccc2)nc2c1cnn2Cc1ccccc1
[43] CC(NS(=O)(=O)c1ccccc1C(F)(F)F)c1ccc(S(N)(=O)=O)cc1 (stereo unspecified)
[44] COc1cccc(F)c1C(=O)OCCC(C)OC (stereo unspecified)
[45] COc1ccccc1N=Nc1c(-c2ccccc2)[nH]n(-c2nc(-c3ccccc3)cs2)c1=O
[46] O=C1C(C(c2ccccc2)N2CCC3(CC2)OCCO3)Sc2ncnn21 (stereo unspecified)
[47] CC1CC(C)CN(C(=S)NC2CCCCC2)C1 (stereo unspecified)
[48] Cc1ccccc1C(=O)N1CCN(C(C(=O)NCc2cccnc2)C2CCCC2)CC1 (stereo unspecified)

screen / no.	41	42	43	44	45	46	47	48
mcGAS inh	5	-7	nt	nt	-2	-7	-6	-4
NPYLR7 agonist	-2	11	10	-2	-7	7	2	-4
hcGAS lum	8	-2	-8	-19	2	-3	-8	1

[49] COc1cc2c(cc1OC)C(CNC(=O)c1cccc(Cl)c1)N(C(=O)Nc1ccc(C)cc1)CC2 (stereo unspecified)
[50] O=C(CSc1nc(=O)n(Cc2cccnc2)c2c1CCC2)Nc1nc2ccccc2s1
[51] CCCCOC(=O)Nc1nnc(C)s1
[52] Cc1ccc(S(=O)(=O)NCCC(=O)OCc2cc(C)on2)cc1
[53] COc1cccc(COc2c[nH]c(C(=O)Nc3ccccc3C(N)=O)cc2=O)c1
[54] COCCN(Cc1c(-c2cccc(C)c2)noc1N1CCOCC1)C(=O)Cc1ccccc1
[55] CC(=O)NC1CCN(c2ccc3cccc(Br)c3n2)CC1
[56] Cc1cccc(S(=O)(=O)N2CC3CN(C(=O)C45CC6CC(CC(C6)C4)C5)CC(C2)O3)c1

screen / no.	49	50	51	52	53	54	55	56
mcGAS inh	-8	-5	0	nt	nt	1	nt	-5
NPYLR7 agonist	2	-3	3	-2	2	-11	-23	nt
hcGAS lum	-4	0	5	-8	-14	-3	-11	-13

[57] CCc1nc2ccc(C(=O)N(C)Cc3ccco3)cn2c1N(C)Cc1ccc(OC)cc1
[58] O=C(c1ccccc1OC1CCN(Cc2ccccc2-c2ccco2)CC1)N1CCCCC1
[59] O=C(Nc1ccccc1I)c1c2c(nc3ccccc13)CCCC2
[60] CCC(C)N(Cc1cccc(OS(=O)(=O)c2cccc(C(F)(F)F)c2)c1)C(=O)c1cccc(OC)c1 (stereo unspecified)
[61] COCCOCC(=O)N1CCN(Cc2cccc(-c3noc(C4CCCC4)n3)c2)CC1
[62] CCOC(=O)N1CCN(C(=O)CSc2cc(N3CCCC3)ncn2)CC1
[63] CS(=O)(=O)c1cccc(C(=O)N(Cc2ccccn2)c2nc3ccccc3s2)c1
[64] Nc1ncccc1CN1CCCC(N2CCCC2=O)C1 (stereo unspecified)

screen / no.	57	58	59	60	61	62	63	64
mcGAS inh	-4	-8	-9	-5	-5	nt	0	nt
NPYLR7 agonist	4	16	-1	0	4	6	-3	20
hcGAS lum	-6	-3	-6	-7	-5	-5	2	-8

[65] CCSc1cc(C(=O)N(CC(F)F)C(C)C)ccn1
[66] COc1ccccc1/C=C/CN1CCNC(=O)C1CC(=O)NCC(C)(C)CO (stereo unspecified)
[67] COc1ccc(S(=O)(=O)N2CCOCC2)cc1N1CCN(C(=O)c2cccc(C#N)c2)CC1
[68] COC(=O)C1=C(C)N(C)C(C)=C(C(=O)OC)C1c1cccc(Br)c1
[69] NCC1Cc2c(ccc3cc(-c4cnccn4)ccc23)O1 (stereo unspecified)
[70] O=C(Nc1ccc(N2CCCC2)c(C(=O)NCc2ccccc2)c1)Nc1ccccc1Br
[71] COc1ccc(C(=O)N(CC(=O)N(Cc2ccc3c(c2)OCO3)Cc2ccco2)CC2CCCO2)c(OC)c1 (stereo unspecified)
[72] CC(C)Cc1nnc(SCC(=O)O)n1-c1ccccc1Cl

screen / no.	65	66	67	68	69	70	71	72
mcGAS inh	nt	nt	-10	-5	-10	-6	0	-8
NPYLR7 agonist	6	17	24	-11	20	6	3	21
hcGAS lum	0	-3	-4	-3	-10	0	0	-1

[73] C=C(C)C(O)(C(=C)C)c1ccc(CN(Cc2sccc2C)C2CC2)o1
[74] CC(=O)Cn1c(=O)c2c(nc3n2CC(C)CN3c2ccc(Cl)cc2)n(C)c1=O (stereo unspecified)
[75] CC1CCN(C(=O)C(C2CCCC2)N2CCN(C(=O)c3ccc(F)cc3)CC2)CC1 (stereo unspecified)
[76] CCOCCCN(CC(=O)N(Cc1ccc(F)cc1)Cc1ccco1)S(=O)(=O)c1ccc(NC(C)=O)cc1
[77] CCc1nnc(CNC(=O)c2[nH]c3ccccc3c2CC)s1
[78] COc1ccc(Cc2nn3c(Cn4cnc5ccccc54)nnc3s2)cc1
[79] O=C(Cc1ccccc1)NCCn1nc(-c2ccco2)ccc1=O
[80] CC1C(=O)N(c2ccc(Cl)cc2)CCN1Cc1ccccc1F (stereo unspecified)

screen / no.	73	74	75	76	77	78	79	80
mcGAS inh	-6	nt	-4	-4	nt	nt	-7	-5
NPYLR7 agonist	-3	6	-9	1	3	-1	4	2
hcGAS lum	-7	-9	-5	-5	-7	-5	-5	-3

[81] COC(=O)c1ccc(C(=O)OC)c(NC(=O)c2cccn(OCc3cccc(C)c3)c2=O)c1
[82] Cc1cc(Br)ccc1NC(=O)CNC(=O)c1cc2ccc(F)cc2nc1C
[83] CN(C)CCNC(=O)C1=CN2CCN(Cc3ccccc3)C(=O)N=C2O1
[84] COCCN1C(=O)N(Cc2ccccc2)C2(CCN(Cc3cnn(-c4ccccc4)c3)CC2)C1=O
[85] O=C(NC(c1ccccc1)c1ccc2ccccc2n1)C1CCN(C(=O)NC(c2ccccc2)c2ccccc2)CC1 (stereo unspecified)
[86] CCOC(=O)C1C(=O)C=C(c2ccc(C)cc2)CC1c1ccc([N+](=O)[O-])cc1 (stereo unspecified)
[87] Cc1ncc([N+](=O)[O-])n1CCNC(=O)c1ccc(C(=O)c2cccnc2)cc1
[88] O=C(Nc1n[nH]c(-c2ccco2)n1)N1CC=C(c2ccccc2)CC1

screen / no.	81	82	83	84	85	86	87	88
mcGAS inh	-6	3	nt	-15	-4	-3	-6	nt
NPYLR7 agonist	13	-2	0	11	9	7	-7	7
hcGAS lum	-6	17	-11	-4	-3	-5	-3	-7

[89] O=C(Cc1ccccc1)Nc1nnc(SCc2cccc(OC(F)(F)F)c2)s1
[90] O=C(C1CC=CCC1)N1CCC(n2c(-c3ccccc3)nc3ccc(F)cc32)CC1 (stereo unspecified)
[91] Cc1nn(-c2cc(N3CCCC3)ccc2[N+](=O)[O-])c(=O)c2ccccc12
[92] N#Cc1ccccc1COC1C[C@](OCc2ccccc2F)(C(=O)NCc2ccco2)C[C@@H](O)[C@H]1O (stereo partly specified)
[93] O=C(Cc1ccccc1)N1CC(=O)N(C2CCC2)CC(O)C1 (stereo unspecified)
[94] CCOC(=O)Cc1c(C)nc2ncnn2c1N1CCN(C(=O)NCc2ccccc2OC)CC1
[95] COc1ccccc1N1CCN(c2nc(Nc3ccc(F)cc3)c3cn[nH]c3n2)CC1
[96] COc1ccc(NC(=O)N(CC(=O)Nc2cc(-c3ccccc3)nn2-c2ccc(C)cc2C)CC(C)C)c(OC)c1
[97] CN(CC(=O)Nc1ccc(F)cc1)C(=O)c1nccnc1N

screen / no.	89	90	91	92	93	94	95	96	97
mcGAS inh	-5	0	-6	-3	-3	-6	nt	-5	-6
NPYLR7 agonist	5	7	16	1	6	nt	2	-3	10
hcGAS lum	0	1	6	0	8	-4	-13	-1	-8
